# K1F lysis inhibition: inhibition of K1F phage lysis, E. coli UTI89, bacterial capsule biogenesis inhibitors, alamar blue (AID 488966); E. coli UTI89 K1F phage lysis, alamar blue, 2 h; higher % means a stronger effect; one-dose inhibition, % at 100 µM; IC50 in µM for titrated hits; 0.02% of 340,000 active;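 active means phage lysis inhibition, versus mean bacterial control, above a set limit; inconclusive means no clear call, values can overlap the other calls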;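 further: capsule biogenesis inhibitors block K1F phage lysis so surviving cells raise fluorescence; higher fluorescence means more inhibition of phage lysis; actives were called in the ten point dose series up to 300 µM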
# MgcRacGAP inhibition: MgcRacGAP GTPase-activating activity inhibitors, confirmation, biochemical, ADP Hunter fluorescence. MgcRacGAP-stimulated Rac1 GTP hydrolysis, ADP Hunter fluorescence; higher % means a stronger effect; GST-tagged Rac1 F28L mutant substrate. inhibition, % at 30 µM; hits with a dose series show IC50 in µM. 0.6% of 340,000 active;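 active means first-screen hits whose inhibition reached a set limit at any dose in the follow-up dose series; inconclusive means inhibition above the set first-screen limit but never retested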;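 further: fluorescence reports GDP produced by GAP-driven GTP hydrolysis; strong numbers were not always called active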
# GPR55 antagonists: inhibition of LPI-stimulated GPR55 beta-arrestin translocation – imaging, U2OS, beta-arrestin-GFP, LPI agonist, primary screen (AID 2013); U2OS GPR55 beta-arrestin-GFP translocation imaging, LPI antagonism; higher % means a stronger effect; one-dose inhibition, % at 10 µM; IC50 in µM for titrated hits; 0.13% of 290,000 active;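 active means spots per cell inhibited over 60%, with over 100 cells counted and total cytoplasm intensity under 500,000; inconclusive means wells with under 100 cells, flagged as likely toxic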;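 further: U2OS cells stably carrying GPR55 and arrestin-GFP stimulated by 5 µM LPI near EC80; imaged beta-arrestin-GFP aggregate spots per cell after agonist stimulation; plate controls were LPI-stimulated DMSO wells for no effect and DMSO wells without LPI for full effect; some results filed as inactive read as strong as hits; confirmed hits need IC50 under 10 µM and bright autofluorescent wells are also inconclusive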
# RSV CPE inhibition: RSV antiviral activity via CPE protection, HEp-2 cells, primary 10 µM value included (AID 2391). HEp-2 cells, RSV-induced CPE inhibition; higher % means a stronger effect. 0.13% of 310,000 active. one-dose CPE inhibition, % at 10 µM; IC50 in µM for titrated hits; in the data active means a potency from the dose series; inconclusive means CPE inhibition mostly from about 23% at the one dose, without a potency; inactive means the rest, 99 in 100 with CPE inhibition below about 21%; further: strong numbers were not always called active
# NS5 inhibitors: flavivirus cap methylation enzyme inhibition – biochemical, confirmation dose response, primary screen (AID 588689); Dengue-2 NS5 methyltransferase capping enzyme assay, biochemical; higher % means a stronger effect; inhibition, % at 25 µM, or IC50 in µM where a hit was titrated; 0.3% of 340,000 active; in the data active means a potency from the dose series; inconclusive means inhibition above about 29% without an active follow-up result
# GPR35 antagonists: GPR35 antagonists blocking zaprinast-driven arrestin recruitment, primary screen, imaging, U2OS, beta-arrestin-GFP, zaprinast agonist (AID 2058) | 0.052% of 290,000 active | inhibition, % at 10 µM; hits with a dose series show IC50 in µM | U2OS GPR35 beta-arrestin-GFP translocation imaging, zaprinast antagonism; higher % means a stronger effect;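 active means inhibition of at least 50% with at least 30 cells and total cytoplasm GFP at most 10,000,000; inconclusive means under 30 cells or total GFP of 10,000,000 plus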
# HIV peptide binding: inhibitors of HIV fusion peptide binding, primary screen, biochemical, uHTS, fluorescence dequenching (AID 1986) | one-dose inhibition, % at 20 µM; IC50 in µM for titrated hits | 0.3% of 290,000 active | cell-free peptide binding, fluorescence dequenching, 30 min; higher % means a stronger effect; in the data active means inhibition mostly above about 52%, no sharp cut-off; inactive means mostly below about 76%; further: some results filed as inactive read as strong as hits
# Salmonella PhoP GFP: inhibitors of PhoP regulon expression, primary screen, Salmonella Typhimurium, GFP reporter (AID 1863); S. Typhimurium PhoP-regulated promoter GFP reporter, 4 h; higher % means a stronger effect; inhibition, % at 50 µM; hits with a dose series show IC50 in µM; 0.16% of 300,000 active;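 active means inhibition over 29.93%, a cutoff 3 SD above the screen mean, later confirmed by dose response; inconclusive means inhibition over 29.93% but no dose response follow-up; inactive means inhibition at most 29.93% or unconfirmed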;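 further: 0% = low Mg2+ inducing control and 100% = high Mg2+ repressing control; strong numbers were not always called active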
# SV40 large T antigen: TAg ATPase/helicase activity blockers – biochemical (AID 1903); SV40 large T antigen ATPase/helicase inhibition assay; higher % means a stronger effect; inhibition, % at 20 µM, or IC50 in µM where a hit was titrated; 0.39% of 310,000 active; in the data active means a potency from the dose series; inconclusive means inhibition mostly from about 32% at the one dose, without a potency; inactive means the rest, 99 in 100 with inhibition below about 32%; further: strong numbers were not always called active
# NS5 inhibitors pilot replicate: recorded beside NS5 inhibitors, whose call it bears; inhibition, %; measured here: pilot screen replicate inhibition
# Starred values were filed as active, the others as inactive; ? = inconclusive; nt = not tested or not shown; [ ] = another dose, or the depositor's remark.
SMILES,K1F lysis inhibition,MgcRacGAP inhibition,GPR55 antagonists,RSV CPE inhibition,NS5 inhibitors,GPR35 antagonists,HIV peptide binding,Salmonella PhoP GFP,SV40 large T antigen,others
COc1cc(C(=O)NC(C)C2CC3CCC2C3)ccc1OC(F)F (configuration not stated),0.0%[50 µM],0%,nt,0.1%,-2%,nt,nt,nt,nt,
Cc1ccc(O)c(CNc2cccc(C)n2)c1,0.7%,13%,1%,nt,-3%,-4%,0.5%,nt,nt,
CSc1ccc(S(=O)(=O)NCC(=O)OCC(=O)N2CCC(C)CC2)cc1[N+](=O)[O-],0.5%[50 µM],5%,nt,1.5%,1%,nt,nt,nt,nt,
Cc1ccc(S(=O)(=O)NC(=O)NCCCCNC(=O)NS(=O)(=O)c2ccc(C)cc2)cc1,-3.7%,3%,18%,1.9%,-2%,10%,1.9%,-3%,3%,
O=C(NCC1CCCO1)c1ccc2c(=O)n(CC3CCCO3)c(=S)[nH]c2c1 (configuration not stated),1.0%,-2%,15%,1.0%,0%,14%,0.8%,-10%,17%,
OC(CNc1nc(-c2cccnc2)nc2ccccc12)c1ccccc1 (configuration not stated),0.0%,8%,1%,2.3%,-9%,-2%,-0.2%,-2%,1%,
CS(=O)(=O)N1CCN(c2ccccc2NC(=O)c2cc(Br)ccc2Cl)CC1,1.1%,3%,1%,1.0%,3%,-9%,-1.5%,-7%,3%,
O=C(CCC1CCCCC1)NCCN1C2=NC[C@H](Cc3ccccc3)N2C[C@H]1Cc1ccc(O)cc1,3.9%,7%,-4%,-0.3%,1%,0%,-1.9%,6%,10%,
CSc1nc(-c2ccc(Cl)cc2)nn1S(=O)(=O)c1ccc(Cl)cc1,0.7%,13%,4%,3.9%,-2%,26%,0.7%,7%,6%,
COc1ccccc1OCC(=O)N1CCCC(Nc2cccc(F)c2)C1 (configuration not stated),1.3%[50 µM],6%,-7%,0.1%,5%,5%,0.1%,-1%,0%,
CC(=O)NCCn1c(SCC(=O)NCc2ccco2)nc2ccccc2c1=O,8.7%,2%,22%,3.7%,-8%,-13%,0.3%,-9%,5%,
CS(=O)(=O)N(C(=O)NC(=O)NC12CC3CC(CC(C3)C1)C2)C1CCCCC1,0.3%,5%,-8%,-1.0%,2%,-7%,1.6%,-4%,0%,
COc1ccc(S(=O)(=O)N(C)CC(=O)N2CCN(C)CC2)cc1Cl,1.4%[50 µM],9%,-3%,0.1%,5%,-11%,2.2%,0%,23%,
Cc1ccc(N=Cc2sccc2C)cc1C,5.7%,4%,-11%,0.8%,-8%,7%,0.1%,8%,3%,
O=C(c1ccc(C(F)(F)F)cc1)C1CCCN(C(=O)Cn2cnnn2)C1 (configuration not stated),0.5%,4%,12%,2.5%,5%,9%,1.0%,-5%,12%,

# Ten entries from above, sorted by molar mass, rising.
SMILES,K1F lysis inhibition,MgcRacGAP inhibition,GPR55 antagonists,RSV CPE inhibition,NS5 inhibitors,GPR35 antagonists,HIV peptide binding,Salmonella PhoP GFP,SV40 large T antigen,others
Cc1ccc(O)c(CNc2cccc(C)n2)c1,0.7%,13%,1%,nt,-3%,-4%,0.5%,nt,nt,
COc1cc(C(=O)NC(C)C2CC3CCC2C3)ccc1OC(F)F (configuration not stated),0.0%[50 µM],0%,nt,0.1%,-2%,nt,nt,nt,nt,
OC(CNc1nc(-c2cccnc2)nc2ccccc12)c1ccccc1 (configuration not stated),0.0%,8%,1%,2.3%,-9%,-2%,-0.2%,-2%,1%,
COc1ccccc1OCC(=O)N1CCCC(Nc2cccc(F)c2)C1 (configuration not stated),1.3%[50 µM],6%,-7%,0.1%,5%,5%,0.1%,-1%,0%,
O=C(c1ccc(C(F)(F)F)cc1)C1CCCN(C(=O)Cn2cnnn2)C1 (configuration not stated),0.5%,4%,12%,2.5%,5%,9%,1.0%,-5%,12%,
COc1ccc(S(=O)(=O)N(C)CC(=O)N2CCN(C)CC2)cc1Cl,1.4%[50 µM],9%,-3%,0.1%,5%,-11%,2.2%,0%,23%,
CS(=O)(=O)N(C(=O)NC(=O)NC12CC3CC(CC(C3)C1)C2)C1CCCCC1,0.3%,5%,-8%,-1.0%,2%,-7%,1.6%,-4%,0%,
CC(=O)NCCn1c(SCC(=O)NCc2ccco2)nc2ccccc2c1=O,8.7%,2%,22%,3.7%,-8%,-13%,0.3%,-9%,5%,
CSc1ccc(S(=O)(=O)NCC(=O)OCC(=O)N2CCC(C)CC2)cc1[N+](=O)[O-],0.5%[50 µM],5%,nt,1.5%,1%,nt,nt,nt,nt,
O=C(CCC1CCCCC1)NCCN1C2=NC[C@H](Cc3ccccc3)N2C[C@H]1Cc1ccc(O)cc1,3.9%,7%,-4%,-0.3%,1%,0%,-1.9%,6%,10%,

# Following part:
SMILES,K1F lysis inhibition,MgcRacGAP inhibition,GPR55 antagonists,RSV CPE inhibition,NS5 inhibitors,GPR35 antagonists,HIV peptide binding,Salmonella PhoP GFP,SV40 large T antigen,others
CCN(CC)CCN(C(=O)c1ccc(C(C)=O)cc1)c1nc2ccc(Cl)cc2s1,0.0%,7%,16%,-0.3%,-1%,5%,3.5%,5%,2%,
Cc1nnc(NC(=O)CSc2nnc(Cc3cccn3C)n2C)s1,0.8%,7%,1%,6.6%,-3%,-8%,-1.2%,9%,2%,
CCN(C(=O)COC(=O)/C=C/c1ccc(OC(F)F)c(OC)c1)C1CCS(=O)(=O)C1 (configuration not stated),0.9%[50 µM],-1%,nt,-0.2%,-4%,nt,nt,nt,nt,
CC1C(=O)Nc2ccccc2N1C(=O)c1ccc(O)cc1 (configuration not stated),0.1%,4%,2%,0.1%,3%,14%,-0.3%,-2%,5%,
Cc1csc(NC(=O)C(C)Oc2ccc(Br)cc2)n1 (configuration not stated),0.8%[50 µM],7%,nt,?,-2%,nt,nt,7%,1%,
O=C(Cn1cnc([N+](=O)[O-])c1)c1ccc(Cl)cc1,-5.9%,5%,nt,0.4%,-5%,nt,nt,12%,6%,
CC(C)(CNC(=O)c1cc(-c2ccc(Cl)s2)nc2ccccc12)N1CCOCC1,0.5%[50 µM],10%,nt,-2.3%,-2%,nt,nt,-7%,11%,
Cc1nn(CC(=O)N2CCOCC2)c(=O)c2ccccc12,0.7%,7%,-8%,-0.1%,2%,19%,9.6%,12%,5%,
O=c1[nH]c(CN2CCCCC2)nc2c1C1(CCCCC1)Cc1ccccc1-2,0.4%,6%,0%,-1.0%,-1%,9%,4.0%,-5%,4%,
Cc1ccc(NC2CCCN(C(=O)c3ccoc3C)C2)cc1C (configuration not stated),0.0%,16%,13%,1.7%,0%,4%,1.2%,-3%,28%,
CSc1nc2c(c(=O)[nH]c(=O)n2C)n1C/C=C(\C)Cl,1.1%,5%,2%,14%,-4%,12%,-1.6%,10%,6%,
Cc1c(NS(=O)(=O)N2CCCC2)c(=O)n(-c2ccccc2)n1C,-0.3%,-14%,18%,0.5%,14%,6%,1.6%,9%,-1%,NS5 inhibitors pilot replicate=2.7
CC1CCCCC1NC(=O)CCS(=O)(=O)c1cc2c(cc1Cl)NC(=O)CO2 (configuration not stated),0.2%,7%,4%,0.8%,-5%,-15%,0.7%,7%,8%,
Cn1c(=O)c2ncn(CC(=O)NC3CCCCCC3)c2n(C)c1=O,-0.4%,10%,8%,1.5%,-1%,14%,-0.1%,-1%,16%,
Cc1c(Cl)cccc1N=c1c([N+](=O)[O-])nn(-c2ccccc2)n1O,5.0%,-4%,-8%,0.4%,1%,10%,24%,1%,23%,
O=c1[nH]c(=S)[nH]nc1Cc1ccc(Cl)c(Cl)c1,0.3%,9%,3%,11%,0%,5%,5.3%,15%,14%,
COc1ccc(CCNC(=O)CCc2ccc(S(=O)(=O)NC(C)C)cc2)cc1,2.5%[50 µM],5%,-3%,-0.1%,2%,3%,-1.9%,3%,24%,
O=C(NCC1CCCN1S(=O)(=O)c1cccs1)C(=O)Nc1cccc(F)c1 (configuration not stated),1.7%[50 µM],6%,nt,-0.1%,3%,nt,nt,-7%,5%,
Cc1cc2ccccn2c1C(=O)c1cc([N+](=O)[O-])cc([N+](=O)[O-])c1,-0.1%,5%,0%,4.1%,8%,-9%,-1.4%,2%,-62%,
CCOc1ccc2[nH]c(C(=O)N/N=C/c3cc(OC)c(OC)c(OC)c3)cc2c1,0.0%,7%,-6%,0.1%,-7%,8%,0.3%,nt,26%,
O=C(Nc1ccc(Cl)cc1C(=O)N1CCOCC1)c1ccco1,5.6%,5%,16%,-0.3%,3%,7%,-1.8%,-5%,-1%,
Cc1ccc2oc(=O)c3cc(C(=O)NCCCN4CCN(C)CC4)sc3c2c1,0.0%,20%,0%,-4.7%,0%,-2%,-1.7%,-9%,9%,
Cc1cc(C)c2oc(C(=O)Nc3ccc(S(=O)(=O)N4CCCC(C)C4)cc3)cc(=O)c2c1 (configuration not stated),0.7%,2%,-1%,6.4%,-7%,1%,7.2%,-1%,21%,
CSc1nc(Cl)cc(Nc2ccc(O)cc2)n1,-2.1%,?,-10%,1.3%,-4%,-16%,-2.0%,-47%,18µM*,
COCCN(C(=O)COC(=O)c1ccccc1NCc1ccco1)c1c(N)n(Cc2ccccc2)c(=O)[nH]c1=O,0.3%[50 µM],0%,nt,0.4%,0%,nt,nt,9%,17%,
COc1cc(C(=O)NC2CCCC(C)C2C)ccc1OCC(=O)N1CCOCC1 (configuration not stated),0.4%[50 µM],2%,nt,0.2%,-1%,nt,nt,nt,nt,
O=C(Cn1cnc2c(cnn2-c2ccc(F)cc2)c1=O)NCc1ccco1,0.0%,11%,2%,0.5%,-6%,-14%,-0.8%,-8%,3%,
CC(C)NC(=O)Cn1cnc2c(cnn2-c2ccc(F)cc2)c1=O,0.0%,-2%,6%,1.3%,-7%,6%,-0.1%,-1%,8%,NS5 inhibitors pilot replicate=-7.3
CCOC(=O)N1CCN(CC(O)COCc2ccc(OC)c(OC)c2)CC1 (configuration not stated),3.1%,4%,12%,3.1%,-4%,-6%,-0.1%,-1%,4%,

# Bioassay records from PubChem BioAssay.
